aSyn tox rescue = qHTS of alpha-syn Inhibitors: NCGC Sytravon Library Screen; S. cerevisiae alpha-synuclein toxicity rescue, BacTiter-Glo growth, 24 h; Potency, µM (doses to about 46.1 µM), inactives show at the top dose growth rescue (activation), actives largely listed as activators; actives 0.02% (n = 94,000); active = well fitted activation curve with a large enough effect; inconclusive = small, poorly fitted or top-dose-only effect; note: 0% is about no effect
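Growth restoration measured by BacTiter-Glo luminescence after 24 hr at 30 deg C; alpha-synuclein yeast, raffinose-pregrown to mid-log, were added at OD600=0.02 in galactose medium onto pinned compounds.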
Starred values were filed as active, the others as inactive; u = inconclusive; [ ] = another dose, or the depositor's remark. Potency is the fitted concentration of half-maximal effect. The list is partial; count on the stated rates, not on these rows.

SMILES	aSyn tox rescue
COC(=O)C[C@H]1C[C@H]2c3cc(NC(=O)NC4CCCC4)ccc3O[C@H]2[C@@H](CO)O1	4%
CC(=O)c1cccc(OCC(=O)Nc2cc(Cl)ccc2-n2cncn2)c1	-3%
COc1ccc(CNC(=O)CN2C(=O)c3cccnc3Oc3ccc(C)cc32)cc1	-11%
O=C(Nc1cccc2ccccc12)c1ccccc1	4%
CN(N)c1nc2ccccc2nc1C(F)(F)F	-3%
O=C(CSc1cn(CC(=O)N2CCCCC2)c2ccccc12)Nc1ccccc1	4%
CC(=O)Nc1ccc(S(=O)(=O)NCC(=O)OCC(=O)NCCc2ccccc2)cc1	-5%
Cc1cc(=O)oc2cc(OCC(=O)NC3(C#N)CCCCC3)ccc12	4%
CC(=O)Nc1nc2n(n1)C(c1ccc(F)cc1)C=C(c1ccc(Cl)cc1)N2 (stereo unspecified)	1%
O=C(CC1SC(=Nc2ccccc2)N(CCc2c[nH]c3ccccc23)C1=O)Nc1ccccc1F (stereo unspecified)	u
CC(C)CCNC(=O)C(CC(C)C)N(Cc1ccc2c(c1)OCO2)C(=O)c1snc(C(N)=O)c1N (stereo unspecified)	7%
Cc1ccc(-c2c3c(=O)n(C)c(=O)n(C)c3c3cnc4ccccc4n23)cc1	-10%
CCN(CC)S(=O)(=O)c1ccc(S(=O)(=O)NCc2cccs2)cc1	-12%
O=C(C1CCCCC1)N(Cc1cccnc1)c1nc2c(F)cc(F)cc2s1	17%
COc1cc(OC)c(C(=O)OCC(=O)c2cc(C)n(CC3CCCO3)c2C)cc1OC (stereo unspecified)	7%
Cc1ccc2nc(C)cc(N/N=C/c3cccnc3)c2c1	4%
COc1ccc(-c2nc(SCC(=O)Nc3c(C)cc(C)cc3C)n[nH]2)cc1	10%
COCCCNC(=O)N1[C@H](c2cccs2)[C@@H](C)C(=O)[C@@H](C)[C@@H]1c1cccs1	-6%
CCOc1cc2[nH]c(=O)n(CCC(=O)N3CCN(c4ccccc4)CC3)c(=O)c2cc1OCC	3%
COc1ccc(-c2noc(-c3ccc(NCc4ccco4)c([N+](=O)[O-])c3)n2)cc1	2%
CCN(CC(=O)NCc1ccc(Cl)cc1)C(=O)CSCC(=O)Nc1ccc(OC)cc1	13%
Cc1cc([N+](=O)[O-])ccc1NC(=O)CSc1nccn1C	6%
Cc1occc1-c1nnc(SCC(=O)N(C)c2ccccc2)o1	4%
COc1ccc(F)cc1S(=O)(=O)NCC(c1ccco1)S(=O)(=O)c1cccs1 (stereo unspecified)	-9%
Cc1cccc(C(=Cc2ccc([N+](=O)[O-])cc2)C(=O)O)c1	8%

Sorted by SMILES length (largest number first): 4 of the compounds above
SMILES	aSyn tox rescue
Cc1ccc(-c2c3c(=O)n(C)c(=O)n(C)c3c3cnc4ccccc4n23)cc1	-10%
Cc1cc(=O)oc2cc(OCC(=O)NC3(C#N)CCCCC3)ccc12	4%
Cc1occc1-c1nnc(SCC(=O)N(C)c2ccccc2)o1	4%
CN(N)c1nc2ccccc2nc1C(F)(F)F	-3%

Following part
SMILES	aSyn tox rescue
O=S(=O)(c1ccc(Cl)cc1)c1nnn2c1nc(NCc1ccccc1)c1sccc12	3%
COc1cccc(Cn2c(=O)cc(C)c3c(C)nn(C)c32)c1	5%
Cc1nc(SCC(=O)N2CCOCC2)c2c(C)c(C)sc2n1	8%
CCOC(=O)c1c(S(=O)(=O)N2CCCC(C(=O)Nc3cccc(C#N)c3)C2)c(C)n(C)c1C (stereo unspecified)	-3%
COc1ccc(C(C#N)=Cc2cccc(OC)c2OC)cc1	-31%[inhibitor]
Cc1cc(C)cc(NC(=O)[C@@H](NC(=O)c2ccco2)C(C)C)c1	4%
O=S(=O)(NCc1csc(-c2ccccc2)n1)c1ccccc1	-1%
Cc1cc(NC(=O)C(C)SCC(=O)Nc2cc(C(F)(F)F)ccc2N2CCOCC2)no1 (stereo unspecified)	4%
COc1ccc(OC)c(/C=N/NC(=O)CSc2cc(C)nc3c(OC)cccc23)c1	-15%
Cc1ccc(C(=O)Nc2ccc(C(=O)O)cc2)cc1S(=O)(=O)N1CCC(C)CC1	5%
O=C(NCCc1ccccc1)c1ccc(Cn2c(SCc3cccc(F)c3)nc3cccnc32)cc1	-15%
Cc1ccc(C(=O)Nc2ccc(Br)cc2)cc1S(=O)(=O)NCc1ccccc1	1%
CCOc1ccc(-c2cc(NC(=O)Nc3cccc(C(C)=O)c3)c(C(=O)OC)s2)cc1	-9%
CCOc1ccc(S(=O)(=O)NCCC(=O)NCCOc2ccccc2OC)cc1	-11%
COCCn1c(C)cc(O)c(C(c2ccccc2OC)N2CCCCC2)c1=O (stereo unspecified)	5%
COc1cc(OC)c(NC(=O)C(C)n2nc(-c3ccc(C)cc3)c3c(c2=O)CCCC3)cc1Cl (stereo unspecified)	0%
CC(=O)Nc1ccc(S(=O)(=O)N(CC(=O)Nc2cc(C)on2)Cc2ccc(F)cc2)cc1	7%
COc1ccccc1C(=O)Nc1c(C(=O)NC(C)(C)C)oc2ccccc12	1%
Cn1cccc1/C=C1\CCc2ccccc2C1=O	-13%
COc1ccc(-c2nnc(NC(=O)CS(=O)(=O)c3ccc(F)cc3)o2)c(OC)c1	4%
O=C(Cn1ncc2c1-c1ccccc1OC2)N(Cc1ccco1)C1CCCCC1	10%
CC1=C(C(=O)NCCN2CCOCC2)C2(CCC(C)CC2)OC1=O (stereo unspecified)	4%
CN(C)c1ccc(C(=O)OCC(=O)N2CCCC2)cc1	-1%
CC1=NNC(=O)C1C(c1cccc(O)c1)C(C#N)C#N (stereo unspecified)	-2%
CCOc1ccc(C2C3=C(CC(C)(C)CC3=O)N(CCCOC)C3=C2C(=O)CC(C)(C)C3)cc1OC	0%

Random excerpt: 4 entries already listed, in no set order.
SMILES	aSyn tox rescue
COc1ccc(OC)c(/C=N/NC(=O)CSc2cc(C)nc3c(OC)cccc23)c1	-15%
CC1=NNC(=O)C1C(c1cccc(O)c1)C(C#N)C#N (stereo unspecified)	-2%
CC1=C(C(=O)NCCN2CCOCC2)C2(CCC(C)CC2)OC1=O (stereo unspecified)	4%
COCCn1c(C)cc(O)c(C(c2ccccc2OC)N2CCCCC2)c1=O (stereo unspecified)	5%

(listing goes on)
SMILES	aSyn tox rescue
O=C(C1CCC(CNc2c(N3CCCCC3)c(=O)c2=O)CC1)N1CCCC1 (stereo unspecified)	-9%
CCN(CC)C(=O)c1sc2c(c1C)c(=O)n(-c1ccc(Cl)c(Cl)c1)c(=O)n2Cc1cc(=O)n2c(C)cccc2n1	-9%
CC(C)(C)OC(=O)NCCc1onc(-c2cccc([N+](=O)[O-])c2)c1C(=O)O	-7%
O=C(O)c1cc(O)ccc1NC(=O)C1CCCO1 (stereo unspecified)	2%
Cc1cccc(C(=O)OCc2cc(=O)n3ccsc3n2)c1	-4%
Cc1ccc(N(CC(=O)N2CCN(c3ccc(Cl)cc3)CC2)S(=O)(=O)c2c(C)nn(C)c2C)cc1	4%
O=C(Nc1nncs1)c1cccc(S(=O)(=O)N2CCc3ccccc32)c1	2%
CC1Cc2cc(S(=O)(=O)CCC(=O)Nc3ccc(OC(F)(F)F)cc3)ccc2N1C(=O)C1CC1 (stereo unspecified)	8%
O=C(O)c1ccc[nH]c1=S	0%
Cc1[nH]c2ccccc2c1C(c1ccccn1)N1CCCC1 (stereo unspecified)	-2%
CCc1ccccc1NC(=O)CSc1nc2c(oc3ccccc32)c(=O)n1-c1ccccc1	4%
O=C(COC(=O)c1ccco1)NC1CCCC1	7%
O=C(CCNS(=O)(=O)c1cccc2nsnc12)NCc1ccco1	10%
S=C(NC1CCCCC1)NC1CC2CCC(C1)N2Cc1ccccc1 (stereo unspecified)	0%
Cc1nn(C)c(Cl)c1C(=O)NCC(=O)O	-8%
Cc1ccccc1OCC(=O)Nc1nnc(S(=O)(=O)N2CCCC2)s1	1%
COCCCN1C(=O)C(CC(=O)NCc2ccco2)CC(C(=O)N2CCOCC2)=C1C (stereo unspecified)	-8%
COc1ccccc1CN1CCNC(=O)C1CC(=O)N(C)C1CCOCC1 (stereo unspecified)	9%
O=C(Nc1ccc(Cl)cc1Cl)c1cc(S(=O)(=O)N2CCc3ccccc32)ccc1F	-17%
CCN(CC)C(=O)Cn1cc(S(=O)(=O)CC(=O)NC2CCCCC2)c2ccccc21	-13%
Cc1ccc(OCC(=O)NCC2(N(C)C)CCCCC2)cc1C	-1%
C[C@H]1CN([C@@H](C)CO)C(=O)c2cc(C#CCC3CCCC3)cnc2O[C@@H]1CN(C)C(=O)CC1CC1	0%
Cc1ccc(NC(=O)N2CCC(CN3CCCCCC3)CC2)c(Cl)c1	2%
COc1ccc(C(=O)N/C=C/n2cnc3cc(C(F)(F)F)ccc32)cc1	7%
COCCNC(=O)CCc1c(C)n(C)c2cc(-c3cc(OC)c(OC)c(OC)c3)nn2c1=O	1%
SMILES	aSyn tox rescue
Cc1ccc(C)c(NC(=S)N2CCC(NC(=O)c3cccc(F)c3)CC2)c1	-8%
COc1ccc(Br)cc1/C=N/NS(=O)(=O)c1ccccc1	-10%
COc1ccc(CCNC(=O)CSc2nc3[nH]ncc3c(=O)n2-c2cccc(C(F)(F)F)c2)cc1OC	5%
C1CCc2nc3c(nc2C1)CCCC3	-7%
Cc1ccc(C)c(N2CCN(C(=O)Cn3c(=O)c4cccn4c4ccc(F)cc43)CC2)c1	-12%
Cc1ccc(-n2ncc3c(NC4CCCCC4)ncnc32)cc1C	-6%
O=C(NCCS(=O)(=O)NCc1ccc(F)cc1)c1ccccc1	-1%
Cc1c(CC(=O)NCCc2ccccc2)c(=O)oc2c(C)c3occ(C(C)(C)C)c3cc12	8%
COc1ccc(CCNC(=O)C(=O)NCC(c2ccco2)S(=O)(=O)c2ccccc2)cc1OC (stereo unspecified)	-4%
CCc1ccc(-n2c(=O)c3cccnc3n2CC(=O)Nc2cc(OC)ccc2OC)cc1	2%
CCOC(=O)CC(NC(=O)CCc1c(C)nc2c(c(C)nn2-c2ccc(C)c(C)c2)c1C)c1ccc(C)cc1 (stereo unspecified)	u
CC(C)N(C(=O)COC(=O)c1cccc(C(=O)OCC(=O)N(C(C)C)C(C)C)n1)C(C)C	12%
CC(C)(C)NC(=O)NC(=O)COC(=O)c1ccc(OC(F)(F)F)cc1	5%
CCCNC(=O)c1nnsc1S(=O)(=O)c1ccc(Cl)cc1	-66%[inhibitor]
CCOC(=O)c1c(C)oc2nc(C)nc(NCC3CCN(Cc4cc(C)ccc4C)CC3)c12	-5%
COc1ccc(OC)c(-c2nnc(NC(=O)C(C)Sc3nncn3C)s2)c1 (stereo unspecified)	7%
CCOC(=O)C1CCN(S(=O)(=O)c2cc(-c3cc(C)no3)ccc2OC)CC1	-6%
CCn1ccc2cc(S(=O)(=O)N3CCC(C(=O)NCc4ccc(F)cc4)CC3)ccc21	1%
Cn1c(/C(C#N)=C/c2cccc(O)c2)nc2ccccc21	5%
O=C(Nc1cccc(F)c1)c1oc2ccccc2c1NC(=O)C12CC3CC(CC(C3)C1)C2	7%
Cc1ccc(NC(=O)C2CCN(S(=O)(=O)c3cccc4nsnc34)CC2)cc1	-4%
CC(=O)Nc1ccc(-n2c(CCC(=O)O)ccc2-c2ccc(C)cc2)cc1	6%
CCCc1cc(=O)oc2c3c(cc(OCC(=O)NCc4ccncc4)c12)OC(C)(C)CC3	-2%
Cc1ccc2nc(N(Cc3cccnc3)C(=O)CCc3ccccc3)sc2c1	u
CCCCn1c(N)c(N(CC)C(=O)c2cccc(S(=O)(=O)N3CCCc4ccccc43)c2)c(=O)[nH]c1=O	-10%

Brought forward from above: 5 entries; new compounds follow.
SMILES	aSyn tox rescue
Cc1ccc(NC(=O)C2CCN(S(=O)(=O)c3cccc4nsnc34)CC2)cc1	-4%
CC(=O)Nc1ccc(-n2c(CCC(=O)O)ccc2-c2ccc(C)cc2)cc1	6%
CCCc1cc(=O)oc2c3c(cc(OCC(=O)NCc4ccncc4)c12)OC(C)(C)CC3	-2%
Cc1ccc2nc(N(Cc3cccnc3)C(=O)CCc3ccccc3)sc2c1	u
CCCCn1c(N)c(N(CC)C(=O)c2cccc(S(=O)(=O)N3CCCc4ccccc43)c2)c(=O)[nH]c1=O	-10%
Cc1cc(C)n2c(Nc3ccc4c(c3)OCCO4)c(-c3ccccc3)nc2n1	-11%
CCn1c(CC(=O)Nc2ccccc2C)nnc1SCC(=O)NC1CCCC1	3%
O=c1[nH]cc(CCCc2ccccc2)c(=O)[nH]1	0%
Cc1c(Cl)cccc1NC(=S)N(Cc1ccco1)C(C)c1ccccn1 (stereo unspecified)	-1%
COc1ccc(C(CNC(=O)c2cccc(NS(=O)(=O)c3ccc(C)c(F)c3)c2)N2CCOCC2)cc1 (stereo unspecified)	7%
CCOC(=O)CCC1(C(=O)OC)C(=O)CCCCCC=C1C(=O)OC (stereo unspecified)	-4%
COc1ccc(NC(=O)COC(=O)COc2cccc3c2OC(C)(C)C3)cc1	1%
Cn1cc(S(=O)(=O)N2CCCCCC2)cc1C(=O)N1CCN(c2cccc(Cl)c2)CC1	1%
COc1ccc(CCNCc2ccc3c(c2)n(C)c(=O)n3C)cc1OC	-5%
CCOc1ccc(NC(=O)CSc2ncc3c(n2)-c2ccc(Cl)cc2N(Cc2ccccc2)S3(=O)=O)cc1	2%
CCNC(=O)c1ccc2nc(Cc3ccccc3)oc2c1	-3%
O=C(CCSc1nc(-c2ccccc2)c(-c2ccccc2)o1)N1CCCCC1	5%
CCCC(=O)Nc1cc(C(=O)NCc2ccccc2)ccc1S(=O)(=O)c1ccc(Cl)cc1	8%
O=C(O)c1cccc(Cn2c(Cl)c(/C=N/NC(=O)c3ccc(O)cc3)sc2=O)c1	-9%
Cc1ccc(NC(C)C(=O)N/N=C/c2ccc([N+](=O)[O-])s2)cc1 (stereo unspecified)	-1%
CCC(C)(C)NC(=O)Cn1c(=O)ccc2cc(S(=O)(=O)N3CCC(C)CC3)ccc21	-1%
